# Screens deposited in PubChem by several laboratories.
# VIM-2 inhibitor – VIM-2 metallo-beta-lactamase inhibitors, primary screen, biochemical, epi-absorbance readout, Pseudomonas aeruginosa enzyme; purified VIM-2, nitrocefin hydrolysis, epi-absorbance fluorescence; inhibition, % at 5.6 µM; 290,000 compounds, 0.89% hits;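 active means inhibition above the mean of all tested compounds plus 3 SD, cutoff set per screening run, cut at about 7.5% in these data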;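 further: red hydrolysis product quenches plate fluorescence so inhibitors raise well fluorescence; 0% = enzyme with DMSO and 100% = DMSO without enzyme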
# GPR7 antagonist – GPR7 receptor antagonists, primary screen, cell-based, fluorescence, single concentration; AID 1861, 2009; Neuropeptides B/W receptor type 1 (Homo sapiens), P48145; 290,000 compounds, 1.1% hits; inhibition, % at 4.4 µM; GPR7-expressing cells, fluorescence antagonist assay; in the data active means inhibition above about 16%, passing the limit was not always enough;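 further: cells stimulated with the agonist NPW; 0% = agonist with vehicle and 100% = vehicle without agonist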
# Target sequence (P48145 whole entry, looked up): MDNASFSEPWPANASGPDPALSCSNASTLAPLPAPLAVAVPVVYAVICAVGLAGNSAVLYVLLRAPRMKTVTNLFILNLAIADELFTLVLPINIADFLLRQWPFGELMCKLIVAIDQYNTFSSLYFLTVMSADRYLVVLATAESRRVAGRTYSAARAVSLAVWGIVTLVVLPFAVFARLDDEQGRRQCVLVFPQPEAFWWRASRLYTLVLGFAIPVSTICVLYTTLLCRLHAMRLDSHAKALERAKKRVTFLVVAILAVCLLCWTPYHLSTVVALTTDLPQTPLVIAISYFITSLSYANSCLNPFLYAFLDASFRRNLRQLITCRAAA
# OXTR agonist – human OXTR agonists, primary screen, fluorescence, CHO-OTR cells, Fluo-8 calcium; Oxytocin receptor (Homo sapiens), P30559; Fluo-8 calcium fluorescence; normalized: DMSO 0%, oxytocin 100%; AID 2435, 2010; activation, % at 3 µM; 320,000 compounds, 0.32% hits;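 active means activation above the mean of all tested compounds plus 3 SD, cutoff set per screening run, cut at about 20% in these data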;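 further: peak over basal fluorescence ratio from a 100 s FLIPR kinetic read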
# PHOSPHO1 block – PubChem AID 1565; Phosphoethanolamine/phosphocholine phosphatase (Homo sapiens), Q8TCT1; inhibition, % at 13.3 µM; recombinant PHOSPHO1, absorbance phosphatase assay; 290,000 compounds, 1.1% hits; in the data active means inhibition above about 60%
# Target sequence (Q8TCT1 whole entry, looked up): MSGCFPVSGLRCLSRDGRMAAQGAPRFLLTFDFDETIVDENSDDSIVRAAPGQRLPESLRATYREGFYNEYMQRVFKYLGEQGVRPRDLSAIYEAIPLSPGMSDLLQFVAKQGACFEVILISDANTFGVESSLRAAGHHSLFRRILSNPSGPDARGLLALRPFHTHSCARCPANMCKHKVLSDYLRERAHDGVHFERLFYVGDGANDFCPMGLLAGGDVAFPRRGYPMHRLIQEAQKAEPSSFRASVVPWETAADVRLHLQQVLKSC
# NS3 helicase inh – inhibitors of HCV NS3 helicase, primary screen, biochemical, Cy5 molecular beacon fluorescence; NS3 helicase DNA unwinding; inhibition, % at 10.9 µM; 290,000 compounds, 0.56% hits;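 active means inhibition above the mean of all tested compounds plus 3 SD, set per campaign, cut at about 35% in these data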;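 further: 0% = DMSO wells and 100% = thioflavine S control wells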
#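 Assay system – hepatitis C virus NS3 helicase domain fragment enzyme · Buffer or medium – MOPS pH 6.5, MgCl2, DTT, Tween20, BSA · Reagent – Cy5/quencher beacon DNA duplex and ATP to start · Compound – single 10.9 µM dose · Timing – 1 h at 25 °C · Technique – Cy5 beacon fluorescence read at start and 1 h · Measure – % inhibition of unwinding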
# V1aR counter – agonists of human V1a receptor, primary screen, counter-screen for OXTR agonist project, fluorescence, CHO-V1R cells; 320,000 compounds, 0.25% hits; Fluo-8 calcium fluorescence, agonist mode; 0% DMSO, 100% 3 nM vasopressin; activation, % at 3 µM; AID 2797, 2010; Vasopressin V1a receptor (Homo sapiens), P37288;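 active means activation above the mean activation of all tested compounds plus 3 SD, per screening run, cut at about 20% in these data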;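 further: signal is peak over basal fluorescence ratio across a 100 second FLIPR read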
# FID counter – compounds displacing fluorescent DNA intercalator, primary screen, artefact control for HCV NS3 helicase inhibitor project, biochemical, FID fluorescence | inhibition, % at 7.9 µM | DNA fluorescent intercalator displacement | 290,000 compounds, 0.17% hits; in the data active means inhibition above about 37%;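 further: 0% = vehicle and 100% = reference compound; higher means more ethidium bromide displaced from hairpin DNA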
# IMP-1 inh – IMP-1 metallo-beta-lactamase inhibitors, primary screen, biochemical, epi-absorbance readout, Pseudomonas aeruginosa enzyme | metallo-beta-lactamase IMP-1 (Pseudomonas aeruginosa) | purified IMP-1, nitrocefin hydrolysis, epi-absorbance fluorescence | inhibition, % at 5.6 µM | 290,000 compounds, 0.45% hits;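 active means inhibition above the mean plus 3 SD of all compounds in the same screening run, cut at about 4.5% in these data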;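 further: 0% = IMP-1 with DMSO and 100% = DMSO wells lacking enzyme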
#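 System: Purified IMP-1 | Read-out basis: Percent enzyme inhibition | Controls: IMP-1 with DMSO as 0%, enzyme-free DMSO as 100% | Replicates: One well per compound | Doses: 5.6 µM nominal single concentration | Detection: Epi-absorbance fluorescence, 480 nm excitation, 530 nm emission | Incubation: 25 °C, 15 min preincubation, 25 min reaction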
# GalR3 antag – GalR3 antagonists in HEK293 cells, primary screen, cell-based, fluorescence readout. Galanin receptor type 3 (Homo sapiens), O60755. HEK293 GalR3-CNG cAMP membrane potential fluorescence; galR3 body fused to GalR1 C-terminus. inhibition, % at 3 µM. 360,000 compounds, 0.44% hits;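 active means inhibition above the screen-wide average plus 3 SD, cut at about 13% in these data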;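 further: forskolin and galanin both at EC90 stimulate the cells; cAMP rise reported by CNG channel membrane potential dye signal; 0% = forskolin plus galanin with DMSO and 100% = forskolin alone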
# Target sequence (O60755 1-299 limits assumed): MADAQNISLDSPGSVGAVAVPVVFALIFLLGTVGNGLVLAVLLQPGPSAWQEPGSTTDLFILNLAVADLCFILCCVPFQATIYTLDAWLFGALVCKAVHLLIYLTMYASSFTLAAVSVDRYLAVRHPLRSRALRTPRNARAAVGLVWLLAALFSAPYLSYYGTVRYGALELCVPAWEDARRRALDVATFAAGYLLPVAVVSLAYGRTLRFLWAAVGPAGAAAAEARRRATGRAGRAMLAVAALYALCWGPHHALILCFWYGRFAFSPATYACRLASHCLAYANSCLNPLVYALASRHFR
# Numbers without * were called inactive; nt = not tested or not shown.
SMILES,VIM-2 inhibitor,GPR7 antagonist,OXTR agonist,PHOSPHO1 block,NS3 helicase inh,V1aR counter,FID counter,IMP-1 inh,GalR3 antag
CCOC(=O)C1(CCc2ccccc2)CCN(C(=O)c2cccc(C)n2)CC1,-0.9,-13,-0.8,5,3,0.2,-30,-1.0,11
COc1ccc(S(=O)(=O)N2c3cc(C)ccc3OCC2C(C)(C)C)cc1 (stereo not given),1.0,-14,-2.3,-4,0,0.7,-5,-0.8,-4
c1ccc2c(c1)Cn1c-2nc2ccccc21,-0.1,-8,-2.6,44,-6,-1.1,6,-2.1,-1
Cc1cc2cc(CCNC(=O)c3ccc(C)c([N+](=O)[O-])c3)c(=O)[nH]c2cc1C,-1.4,0,-1.3,6,9,2.0,-8,-4.1,-13
Cc1[nH]c2ccccc2c1C(=O)C(=O)N1CCN(c2ccccc2)CC1,0.6,6,3.8,38,-1,5.4,-31,-3.4,-1
COC(=O)C1=C(C)N(Cc2ccccc2)C(=NCCCCO)N[C@H]1CCc1ccccc1,-2.6,6,-0.4,-7,-89,-1.6,31,-1.9,-9
CNC(=S)N(CCc1c(C)[nH]c2ccc(Cl)cc12)Cc1cc(OC)c(OC)c(OC)c1,-4.8,3,6.7,-6,-33,4.8,-19,0.1,1
CC1CCCC(N2CCN(C(=O)c3ccccc3F)CC2)C1 (stereo not given),-0.8,-4,1.5,31,0,-0.5,-2,-5.0,-9
O=S(=O)(Nc1ncccn1)c1ccc(NC(=S)Nc2ccccc2Cl)cc1,-0.8,-12,1.7,20,2,-1.1,-1,-1.7,-7
Cc1cc(C)c2c(N)c(C(=O)c3ccccc3)sc2n1,0.8,0,-3.2,-1,-6,-1.9,-3,-1.5,-7
Cc1cc2n(n1)SC(Nc1ccccc1)N2 (stereo not given),-4.1,-7,1.9,-86,1,1.6,2,-0.4,-1
N#CC1=C(N)SC(N)=C(C#N)C1CCc1ccccc1,-6.1,0,16,7,19,9.8,8,-0.6,-5
O=C(O)C1=NOC(CNC(=O)c2ccccc2Cl)C1 (stereo not given),-2.1,-4,0.7,20,-1,0.2,-1,-1.1,-7
CCOC(=O)CSc1nc(CC)nc2ccccc12,-1.5,-6,-2.0,-8,-3,-1.1,-12,-1.1,-3
Cc1ccc(-n2cc(CNCCCN3CCCC3=O)c(-c3ccc(F)cc3)n2)cc1,-2.4,1,-1.4,23,-13,-0.3,14,-1.3,-5
Cc1ccc(-c2cc(O)cc3sc(=O)oc23)cc1C,-0.2,-12,-1.9,16,9,-0.4,7,0.0,-1
CC1CCC(NC(=O)C(NC(=O)c2ccccc2)C(C)C)CC1 (stereo not given),-2.2,-13,-1.4,35,-8,-0.3,-10,-1.9,0
Cc1ccc(O)c(CC(C)C)n1,-0.3,-1,1.8,-6,-1,1.8,4,-1.9,1
CCCCCCn1cc(C(=O)O)c(=O)c2cc(F)c(N3CCCCC3)cc21,1.3,-10,-0.1,19,2,1.0,-14,-0.8,-8
O=C1CCCN1S(=O)(=O)c1ccccc1,-2.2,-15,-0.5,30,-1,1.5,-2,-3.3,-3
O=C(NC1CCCC1)C(c1ccccn1)N(C(=O)c1csnn1)C1CCCCC1 (stereo not given),2.2,-20,-0.5,-10,14,-0.1,-25,-5.8,-5
CCOC(=O)c1cnc2c(Cl)c(Cl)ccc2c1N1CCN(C)CC1,15*,16,0.8,15,-8,3.0,10,1.5,-6
O=c1n(-c2ccc(Br)cc2)cnn1-c1ncccc1[N+](=O)[O-],-1.9,-3,-0.2,45,7,-0.8,4,-2.5,-6
CCOC(=O)c1[nH]c(C)c(/C(O)=C2\C(=O)C(=O)N(CCN3CCOCC3)C2c2ccco2)c1C (stereo not given),-2.1,-9,0.0,35,-2,1.7,-14,-3.5,-5
Cc1cccc(N(CC(=O)O)CC(=O)O)c1,0.7,8,-0.7,-9,-18,0.6,2,-2.8,6
C/C(=N\NC(=O)CN(c1ccc(Oc2ccccc2)cc1)S(C)(=O)=O)C(C)(C)C,-1.8,-8,0.0,-7,0,0.2,-17,-0.5,-1
CC(=O)N(Cc1cc2ccccc2[nH]c1=O)c1ccc(C)cc1,0.9,-2,0.9,34,-3,2.3,-31,0.5,-9
Cc1ccc(NC(=O)N2CCC(O)(c3ccc(Cl)cc3)CC2)cc1,-2.6,-3,0.7,-2,-12,3.6,-17,-3.8,-4
CC(C)N(C(=O)c1ccc2nc3c4ccccc4c4ccccc4c3nc2c1)C(C)C,-2.9,0,nt,nt,1,nt,0,-4.9,nt
CCOC(=O)C1CCCN(c2c(N3CCN(c4cccc(Cl)c4)CC3)c(=O)c2=O)C1 (stereo not given),-0.4,0,0.4,12,-6,-0.1,-2,-1.8,1
O=C(O)c1cc(N/N=C/c2ccc(-c3ccccc3)cc2)ccc1Cl,0.5,2,nt,nt,-10,nt,15,0.4,-7
CCc1ccc(CNc2ccc3c(c2)ncn3C)cc1,1.3,-1,5.2,36,-28,5.4,19,1.4,-8
CCn1c(SCC(=O)Nc2nccs2)nnc1-c1ccccc1,-2.4,3,1.9,-2,-7,0.3,-15,-4.3,-8
CCOC(=O)CC(=O)CSc1nc2ccc(OC)cc2cc1C,-0.9,8,-2.4,15,13,0.0,-18,-2.9,-4
CC(C)OC(=O)c1ccc(NC(=O)C2C3CC4OC(=O)C2C4C3)cc1 (stereo not given),-4.2,-15,0.9,6,-1,0.7,-8,2.7,1
CCCCC(CC)Cn1c(O)c(/C=C2\C=NN=C2c2ccccc2)sc1=S (stereo not given),-1.7,-5,0.1,2,2,0.0,1,-1.3,0
Cc1ccc(S(=O)(=O)c2nc(S(C)(=O)=O)sc2NCc2ccc3c(c2)OCO3)cc1,0.1,7,-0.4,-9,10,-0.1,-5,1.1,-2
CCOc1ccc(CCNC(=O)COC(=O)c2cc(S(=O)(=O)N3CCOCC3)ccc2F)cc1OCC,1.5,-5,nt,50,9,nt,-49,-0.5,-2
Cc1c(/C(O)=C2\C(=O)C(=O)N(CCN(C)C)C2c2ccccc2)cnn1-c1ccccc1 (stereo not given),-2.5,-1,0.3,-10,-5,0.7,-4,-0.8,-2
FC(F)(F)c1cccc(N2CCN(C3CC4CCC3C4)CC2)c1 (stereo not given),-1.9,-12,-2.0,24,0,1.0,0,1.8,12
C=CCNC(=S)NNC(=O)c1ccco1,-6.8,1,0.8,-16,4,1.3,12,-3.6,-8
Cc1nn(-c2ccccc2)c2c1C(c1ccc(F)cc1F)C(C#N)=C(N)O2 (stereo not given),-0.8,-6,0.3,7,-4,-0.1,1,-1.4,-8
CCOc1cc(C2C(C#N)=C(N)Oc3n[nH]c(CC)c32)ccc1OCCN1CCOCC1 (stereo not given),13*,-9,0.1,9,4,1.1,-2,-1.8,-4
CC1CCCN(S(=O)(=O)c2ccc(NC(=O)CN3CCCCC3)cc2)C1 (stereo not given),-3.3,1,2.5,39,-12,1.3,5,-3.8,-3
CCOC(=O)c1c(C)n(C)c2ccc(OCC(N)=O)cc12,-3.8,-14,-1.4,18,8,-0.5,-6,-2.7,-2
CC(=O)Nc1ccc(/C=N/N2C(C)CCCC2C)cc1 (stereo not given),-3.0,-10,0.8,17,3,0.7,-3,-2.8,-2
CC(C)=CC(=O)Nc1ccccc1C(N)=O,-0.1,-10,-0.1,-16,-4,0.1,0,1.1,-5
CCOc1cc(N2CCOCC2)c(OCC)cc1NS(=O)(=O)c1ccc(Cl)s1,0.4,-3,-2.1,36,4,-1.5,-21,-4.4,-2

# Some values from the entries so far:
# GalR3 antag with CCOc1cc(C2C(C#N)=C(N)Oc3n[nH]c(CC)c32)ccc1OCCN1CCOCC1 (stereo not given) reads -4
# V1aR counter with Cc1ccc(S(=O)(=O)c2nc(S(C)(=O)=O)sc2NCc2ccc3c(c2)OCO3)cc1 reads -0.1

# More results:
SMILES,VIM-2 inhibitor,GPR7 antagonist,OXTR agonist,PHOSPHO1 block,NS3 helicase inh,V1aR counter,FID counter,IMP-1 inh,GalR3 antag
c1c(CC2CCCC2)nnn1C[C@H]1CC[C@@H]([C@@H]2CC[C@H](Cn3cc(CC4CCCC4)nn3)O2)O1,-1.3,-7,-2.5,4,3,-1.1,-43,-2.5,1
CN(c1ccc(OCC(=O)N2CCC(C(N)=O)CC2)cc1)S(=O)(=O)c1cccs1,-3.6,-5,0.1,2,-4,-0.1,-8,-4.8,-3
N/C(COc1ccccc1)=N\NS(=O)(=O)c1ccccc1,-2.5,3,-1.7,6,1,0.8,-1,-2.0,-3
Cc1ccccc1NNC(N)=S,2.5,2,1.1,3,0,2.1,0,-1.4,-2
Cc1ccccc1-n1c(=S)[nH]c2nc3c(cc2c1=O)COC(C)(C)C3,-0.7,-2,0.5,33,-13,-0.1,-15,-1.9,10
COc1ccc(C(=O)N2CCCC(Nc3ccc(F)cc3)C2)c(OC)c1 (stereo not given),0.3,-5,0.1,37,5,-0.1,-21,0.0,-3
CCOC(=O)c1cccc(NC(=O)C2(S(=O)(=O)c3ccc(C)cc3)CC2)c1,0.1,-11,-2.7,-2,-5,0.8,-19,-3.6,nt
Cc1cc(C(=O)CCl)c(C)n1-c1cccc([N+](=O)[O-])c1,2.9,8,-0.9,17,0,0.4,9,-3.9,-1
O=C(c1ccc(Br)c([N+](=O)[O-])c1)N1CCN(Cc2ccccc2)CC1,-2.8,-11,0.4,18,-4,-0.1,-13,-2.8,1
CCCNC(=O)C(NS(=O)(=O)c1cccc2nsnc12)c1ccccc1 (stereo not given),-4.3,-1,-1.5,40,5,-0.5,-6,-3.4,-1
Cc1ccc(-c2nc(CN3CCCCC3CCN3CCCC3=O)c(C)o2)o1 (stereo not given),-2.5,-8,0.0,19,-5,1.5,0,-3.5,-5
CC(=O)Nc1ccc(S(=O)(=O)N2CCN(C(=O)c3ncoc3-c3ccccc3)CC2)cc1,-3.5,-6,nt,22,3,nt,-8,-0.6,-10
Cc1ccc(-c2nnn(C/C(N)=N/O)n2)cc1,-4.8,-10,-0.4,-8,6,0.3,2,-3.3,-4
c1ccc2sc(NN=C3CCCC3)nc2c1,-1.5,2,0.5,-23,-2,0.2,8,-1.7,-5
COc1cc(C(=O)NNC(=O)c2cc(C)[nH]n2)cc(OC)c1OC,0.0,-3,0.3,16,-6,1.2,-3,-0.3,-3
Fc1ccc(Nc2nc(-c3ccncc3)cs2)cc1,-0.9,-11,-1.4,40,-1,-1.7,-2,-2.1,3
CCCC(=O)N(c1ccccc1)C1C=CS(=O)(=O)C1 (stereo not given),-3.0,-2,0.7,-12,12,0.5,-7,-2.6,-1
